SUMO HTRF inh = inhibitors of human SUMOylation (UBC9); P63279; HTRF SUMOylation assay, SAE1/SAE2 + UBC9, in vitro; inhibition, % at 35 µM; 0.36% of 290,000 active; AID 2006; in the data active means inhibition above about 50%, passing the limit was not always enough; further: strong numbers were not always called active
Target sequence (P63279 whole entry, looked up): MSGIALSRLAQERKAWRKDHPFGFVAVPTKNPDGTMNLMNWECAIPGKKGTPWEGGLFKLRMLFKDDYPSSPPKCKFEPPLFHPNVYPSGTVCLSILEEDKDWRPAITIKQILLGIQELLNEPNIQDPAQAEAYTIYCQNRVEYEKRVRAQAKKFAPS
NS3 helicase inh = inhibitors of Hepatitis C virus NS3 helicase. NS3 helicase DNA unwinding, Cy5 molecular beacon fluorescence. inhibition, % at 10.9 µM. 0.56% of 290,000 active;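 active means inhibition above the mean of all tested compounds plus 3 SD, set per campaign, cut at about 35% in these data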;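 further: 0% = DMSO wells and 100% = thioflavine S control wells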
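Assay system – hepatitis C virus NS3 helicase domain fragment enzyme · Buffer or medium – MOPS pH 6.5, MgCl2, DTT, Tween20, BSA · Reagent – Cy5/quencher beacon DNA duplex and ATP to start · Compound – single 10.9 µM dose · Timing – 1 h at 25 °C · Technique – Cy5 beacon fluorescence read at start and 1 h · Measure – % inhibition of unwinding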
IMP-1 inhibitor = blocks Pseudomonas aeruginosa IMP-1 metallo-beta-lactamase | 0.45% of 290,000 active | inhibition, % at 5.6 µM | AID 1556 | purified IMP-1, nitrocefin hydrolysis, epi-absorbance fluorescence;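 active means inhibition above the mean plus 3 SD of all compounds in the same screening run, cut at about 4.5% in these data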;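 further: 0% = IMP-1 with DMSO and 100% = DMSO wells lacking enzyme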
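Material – recombinant IMP-1 enzyme, purified · Amount – IMP-1 0.2 nM before substrate addition · Medium – HEPES buffer pH 7.1 with ZnSO4 and Brij 35 · Timing – 25 °C, 15 min preincubation, 25 min reaction · Measured by – plate fluorescence quenching by hydrolysis product, ex 480/em 530 nm · Read-out – percent enzyme inhibition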
FID counter = displaces DNA intercalator in HCV helicase counter-screen; DNA fluorescent intercalator displacement, fluorescence; inhibition, % at 7.9 µM; 0.17% of 290,000 active; in the data active means inhibition above about 37%;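 further: 0% = vehicle and 100% = reference compound; higher means more ethidium bromide displaced from hairpin DNA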
NALP1 yeast inh = NALP1 inhibition. inhibition, % at 10 µM. S. cerevisiae NALP1/ASC/caspase-1 growth, X-gal OD620, 72 h. 0.61% of 280,000 active; in the data active means inhibition mostly above about 24%, no sharp cut-off; inactive means mostly below about 32%; further: some compounds called inactive have numbers as strong as hits
PfM18AAP inh = blocks P. falciparum M18 aspartyl aminopeptidase | recombinant PfM18AAP, H-Glu-NHMec fluorogenic cleavage | inhibition, % at 7.35 µM | 1.2% of 290,000 active | AID 1822;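 active means inhibition above the campaign mean inhibition over all tested compounds plus 3 SD, cut at about 28% in these data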;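 further: 0% = plate median of test compound wells and 100% = 2 mM ZnCl2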
VIM-2 inhibitor = inhibitors of Pseudomonas aeruginosa VIM-2 metallo-beta-lactamase; purified VIM-2, nitrocefin hydrolysis, epi-absorbance fluorescence; inhibition, % at 5.6 µM; 0.89% of 290,000 active;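 active means inhibition above the mean of all tested compounds plus 3 SD, cutoff set per screening run, cut at about 7.5% in these data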;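 further: red hydrolysis product quenches plate fluorescence so inhibitors raise well fluorescence; 0% = enzyme with DMSO and 100% = DMSO without enzyme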
MEKK2wt PB1 HTS = raises or lowers MEK5 binding to wildtype human MEKK2 PB1 domain; Q9Y2U5; bead flow cytometry, Alexa488-MEK5 binding to MEKK2 WT; actives lie on both sides; binding response (% of control), % at 10 µM; 1.1% of 290,000 active; AID 1531; in the data active means binding response below about 67% or above about 130%
MEKK2mut PB1 HTS = signal of MEK5 binding to mutant human MEKK2 PB1 domain; bead flow cytometry, Alexa488-MEK5 binding to MEKK2 mutant; percent response, % at 10 µM; 0.35% of 290,000 active; AID 1530; in the data active means percent response above about 24%, passing the limit was not always enough; further: inactives centre near 1; some results filed as inactive read as strong as hits; reference of the scale not given here
* hit, by the source's call; / = not tested or not shown; & = joins results of further samples.

Values run as follows: IMP-1 inhibitor	MEKK2wt PB1 HTS	SUMO HTRF inh	NS3 helicase inh	PfM18AAP inh	NALP1 yeast inh	FID counter	MEKK2mut PB1 HTS	VIM-2 inhibitor
1: C=CCn1c(SCC(=O)NCC2CCCO2)nnc1-c1ccccc1 (stereo not drawn)
  -3.0	97	15	-2	-6	0	-5	2	-2.1
2: O=C1C(=O)N(C/C=C/c2ccccc2)c2ccccc21
  0.5	100	10	8	23	11	-3	-1	1.8
3: CC(=O)N[C@@H](Cc1c[nH]c2ccccc12)C(=O)NCc1ccccc1
  -1.8	102	24	-8	-5	16	-3	2	1.6
4: COc1ccc2oc(C(=O)N(C)Cc3ccc(OC(F)F)cc3)c(C)c2c1
  -1.0	105	1	-6	0	-2	-38	12	-2.1
5: COc1ccc(C2=CSC3=C(C(=O)c4cccc(S(=O)(=O)N(C)C)c4)CCN23)cc1
  0.7	94	12	7	13	1	-18	10	-1.1
6: COc1cccc(S(=O)(=O)Nc2ccc(C(=O)N3CCOCC3)cc2)c1
  -2.1	96	3	4	-11	0	-7	-2	0.9
7: CC1CCCN(C(=O)c2ccc3c(c2)C(=O)N(CCC2=CCCCC2)C3=O)C1 (stereo not drawn)
  -0.6	102	-2	4	-11	22	-32	-3	-4.3
8: COc1cccc(N/C(SCc2ccccc2F)=C(/C#N)C(=O)NCc2cccs2)c1
  -3.9	97	15	2	4	29	-11	-1	-4.9
9: Cc1cc(NC(=O)CSc2nnc(C(C)N(C)C)n2Cc2ccccc2)no1 (stereo not drawn)
  -2.2	108	8	12	-17	2	-9	5	-0.9
10: COc1ccc(C(C)=O)cc1CC(=O)Nc1ccccc1-c1ccccc1
  -2.7	98	-3	-8	1	17	-32	-2	-2.4
11: CCOC(=O)N1CCC(NC(=O)CSCc2nc(-c3ccc(OC)cc3)oc2C)CC1
  -0.8	103	2	0	0	10	-59	2	-1.8
12: Cc1c(NS(=O)(=O)c2ccc3c(c2)c(=O)n(C)c(=O)n3C)c(=O)n(-c2ccccc2)n1C
  -1.9	/	6	3	0	-4	-10	/	-3.2
13: O=C(Nc1ccncc1)Nc1ccccn1
  -2.9	107	-8	-2	5	11	-5	4	-2.5
14: O=C(Nc1ccc2ncccc2c1)c1ccccc1Br
  -2.5	105	10	-2	5	19	-3	2	0.6
15: Cc1nnc(NC(=O)c2cc3n(n2)C(C(F)(F)F)CC(C2CC2)N3)s1 (stereo not drawn)
  -4.3	97	13	-5	1	1	-5	-13	0.1
16: Cc1ccc(OCC(=O)N/N=C\c2ccncc2)c(C)c1
  -3.2	102	15	-1	-9	17	-18	-1	-3.0
17: COc1ccc(S(=O)(=O)N(CC(=O)NC2CCCCC2)c2ccc(F)cc2)cc1
  -1.2	103	-6	-11	-5	19	-35	4	-1.6
18: O=C(CSc1cn(CCNC(=O)c2ccccc2F)c2ccccc12)NCC1CCCO1 (stereo not drawn)
  -1.2	99	5	-4	-5	-5	-34	1	-1.2
19: Cc1ccc(CN(C)C(=O)c2ccc3c(c2)NC(=O)CS3)o1
  -1.5	95	46	1	5	/	-9	4	-2.0
20: COc1ccc(/C=N/NC(=O)CCn2cnc(-c3ccccc3)c2-c2ccccc2)cc1
  -1.6	106	-7	14	-1	17	-12	2	-2.5
21: COc1ccc(C)cc1NC(=O)NC1CCCCCCC1
  -3.3	97	2	-3	1	-4	-29	0	-3.4
22: O=C(COc1ccc(S(=O)(=O)N2CCOCC2)cc1Cl)N1CCCC1
  -4.5	110	0	1	-6	1	-6	4	-0.9
23: CCc1nnc(NC(=O)C2CCCN2S(=O)(=O)c2ccc(C)cc2)s1 (stereo not drawn)
  -2.3	/	-9	-5	1	29	-23	/	-2.5
24: O=C(CNC(=O)c1cccs1)N/N=C/c1cccc(Br)c1
  -2.2	100	-8	0	10	24	-7	0	-2.2
25: CCOC(=O)N1CCC(N2CCN(S(=O)(=O)c3ccc(Cl)cc3)CC2)CC1
  -1.7	98	14	-2	12	18	-14	1	-1.8
26: COc1ccc(NC(=O)N2CCN(S(C)(=O)=O)CC2)c(OC)c1
  -3.6	98	19	8	-10	7	2	-4	-1.9
27: O=C(CSc1ncc(-c2ccc(F)cc2)[nH]1)NCc1ccco1
  -2.9	83	22	3	7	-6	-2	-7	-2.1
28: COc1cc(CCC(=O)Nc2cccc(S(=O)(=O)N(C)C)c2)cc(OC)c1OC
  -2.1	107	0	-13	-5	20	-18	2	-0.4
29: Cc1nc2c3ccccc3nc(NNC(=O)CCC(=O)N3CCCC(C)C3)n2n1 (stereo not drawn)
  -3.3	101	-6	-3	9	-16	-26	3	-5.4
30: C/C(=N/NC(=O)OC(C)(C)C)c1ccco1
  -2.0	102	-7	-1	-4	13	2	-1	-3.5
31: O=C(NCC(=O)N1CCCCCC1)c1ccc(Br)cc1
  -3.7	103	-2	1	3	/	-10	2	-0.4
32: Cc1nn2c(N)c(-c3ccccc3)cnc2c1-c1ccccc1
  -3.1	97	23	0	-13	3	-3	4	-1.1
33: CC1CC1C(=O)OCC(=O)c1c(N)n(C)c(=O)n(C)c1=O (stereo not drawn)
  -2.0	84	4	-4	-2	10	1	-15	-0.9
34: Cc1cc(C)nc(SCCN2CCOCC2)n1
  -0.8	101	-2	14	6	12	-1	8	0.8
35: COc1ccc(CNC(=O)C(=O)NCCCn2ccnc2)cc1
  -3.6	89	1	9	6	-7	-2	-5	-4.2
36: O=[N+]([O-])c1cccnc1N1CCC(c2cc(-c3ccc(Cl)cc3)n[nH]2)CC1
  -2.6	/	-5	-19	5	40*	-6	/	-1.3
37: Cn1c(=O)c2c(nc(Oc3ccccc3)n2C)n(C)c1=O
  -3.1&-3.3	100	14&5	0&-2	2&3	-4&4	-3&-2	-5	-1.5&-0.9
38: CCc1ccc(/C=C2/C(=O)N(C)C(=S)N2CC(=O)OC)s1
  1.8	91	20	-5	17	4	-3	-6	2.5
39: O=C(Nc1ccc(S(=O)(=O)N2CCOCC2)cc1)c1cc([N+](=O)[O-])ccc1Cl
  -2.9	108	8	2	3	-2	4	3	0.0
40: O=C(CCN1C(=O)c2cccc3cccc(c23)C1=O)Nc1ccon1
  -3.0	100	12	6	3	-1	4	-9	-4.9
41: Cc1ccc(OCc2nnc(SCC(=O)Nc3cc(C)on3)n2C)cc1
  -2.2	101	-1	3	3	-10	0	2	-1.2
42: Cc1nc(C)c(C(=O)NNC(=O)Nc2ccc(Cl)cc2)s1
  -0.6	108	-17	27	55*	/	-9	-1	-0.5
43: Nn1c(Cc2ccccc2F)nnc1SCn1nnc2ccccc2c1=O
  -0.7	98	20	1	2	-2	-7	-1	0.1
44: O=C(CCc1nnc(-c2ccsc2)o1)NCc1ccccc1OC(F)(F)F
  -1.8	121	10	0	-2	2	-16	16	-2.0
45: O=C(O)C1CCCN1c1ncccc1[N+](=O)[O-] (stereo not drawn)
  -3.7	98	-12	12	10	-5	-23	-4	-0.1
46: COc1ccccc1N1CCN(C(=O)CN2C(=O)c3ccccc3C2=O)CC1
  -1.6	104	1	-10	1	-4	-11	4	-1.4
47: Clc1ncccc1-c1nc2ccccc2n1Cc1ccccc1
  0.1	96	10	-3	7	-3	-29	1	1.9
48: COc1ccc(C2CCCN2CC(O)COc2ccccc2C(C)C)cc1 (stereo not drawn)
  -1.2	125	-6	-63	-2	14	19	13	1.4
49: O=C1NCC(O)=C1C=NC12CC3CC(CC(C3)C1)C2
  -3.5&-0.1	93&101	17&-4	1&10	5&-7	-2&-1	-6&-9	-7&-1	-4.4&-2.3
50: COc1ccc(NS(=O)(=O)c2ccc3nc(COc4cccc5ccccc45)[nH]c3c2)cc1
  -2.0	93	-4	-8	2	2	-10	-1	-4.1
51: CCOc1nc(NC(=O)NS(=O)(=O)c2cccc(Cl)c2)nc(-c2ccccc2)n1
  -1.7	107	-4	-11	0	33	-4	-1	-1.8
52: Cc1cc(NC2CCCCC2)nc(NCc2ccccc2)n1
  -2.3	123	-9	-74	2	62*	9	3	-2.2
53: CCOC(=O)CN(C(=O)CSc1nnc(CNc2ccc(C)cc2C)n1CC)c1ccccc1
  0.2	/	-6	-8	3	27	-18	/	0.5
54: CN(C)S(=O)(=O)c1ccc(NC(=O)Cn2ccsc2=N)cc1
  -1.1	98	14	4	-5	12	3	-4	-4.0
55: CC(=O)c1ccc(Oc2ncnc(N)c2[N+](=O)[O-])cc1
  -1.4	102	-2	12	-1	0	-2	4	-3.7
56: CC1CCN(S(=O)(=O)c2ccc3c(c2)n(C)c(=O)n3C)CC1
  -1.2	100	7	-1	-1	11	-18	-2	-1.4
57: COC(=O)C1=C(C)NC(=O)/C1=C\c1cc(C)n(-c2cccc(C)c2)c1C
  -1.4	96	16	11	12	11	-13	-1	-3.6
58: N#CC(C#N)=Cc1ccc(OCC(=O)N2CCOCC2)cc1
  -0.9	98	29	-1	-3	-2	-3	-6	-2.1
59: CCS(=O)(=O)c1ccc(O)c(NC(=O)COc2ccc(OC)cc2)c1
  -1.6	96	2	2	0	34	-13	-2	-3.5
60: Cc1cc(=O)c2ccccc2s1
  1.1	112	8	5	1	17	6	7	2.0
61: CC1=C(C(=O)Nc2cccc(C(=O)NC3CCCC(C)C3C)c2)SCCO1 (stereo not drawn)
  -3.0	99	-14	0	4	12	-45	2	-5.9

Source: PubChem (several laboratories)
